High-throughput results deposited in PubChem by The Scripps Research Institute Molecular Screening Center.
TDP2 inh = blocks human TDP2 phosphodiesterase activity; O95551; recombinant TDP2, T5PNP hydrolysis, p-nitrophenol absorbance 415 nm; inhibition, % at 12.8 µM; actives 0.34% (n = 370,000); AID 720702;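 active = inhibition above the mean of all tested compounds plus 3 SD, set per campaign, cut at about 25% in these data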;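 also: 0% = DMSO with enzyme and 100% = buffer with substrate but no TDP2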
Target sequence (O95551 whole entry, looked up): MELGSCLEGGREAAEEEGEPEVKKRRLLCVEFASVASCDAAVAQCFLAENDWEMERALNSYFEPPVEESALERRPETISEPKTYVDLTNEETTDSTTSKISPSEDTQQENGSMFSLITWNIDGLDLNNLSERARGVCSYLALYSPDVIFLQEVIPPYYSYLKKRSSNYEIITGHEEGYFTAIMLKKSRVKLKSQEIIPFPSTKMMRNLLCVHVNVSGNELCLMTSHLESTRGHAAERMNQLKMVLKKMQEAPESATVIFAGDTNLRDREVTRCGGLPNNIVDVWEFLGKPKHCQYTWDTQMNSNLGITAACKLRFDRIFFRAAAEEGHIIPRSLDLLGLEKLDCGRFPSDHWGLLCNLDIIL
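Test system: human TDP2 enzyme; Input: 120 nM TDP2 per well; Buffer or medium: Mg2+-containing Tris-HCl buffer, pH 7.5; Reagent: 5 mM T5PNP; Dosing: 12.8 µM single point, 1% DMSO; Incubation: reaction 2 h, 37 °C; Detection: p-Nitrophenol epi absorbance; Read-out: % inhibition relative to enzyme-containing and enzyme-free wells; Replicates: single well per compound.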
ADAM17 inh = inhibits human ADAM17. P78536. inhibition, % at 6.95 µM. actives 0.83% (n = 370,000). recombinant ADAM17, EDANS/DABCYL FRET peptide cleavage;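 active = inhibition above the mean of compounds lying between control limits plus 3 SD, set per campaign, cut at about 8.5% in these data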;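 also: 0% = DMSO-only wells as the low control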
Target sequence (P78536 215-824 limits assumed): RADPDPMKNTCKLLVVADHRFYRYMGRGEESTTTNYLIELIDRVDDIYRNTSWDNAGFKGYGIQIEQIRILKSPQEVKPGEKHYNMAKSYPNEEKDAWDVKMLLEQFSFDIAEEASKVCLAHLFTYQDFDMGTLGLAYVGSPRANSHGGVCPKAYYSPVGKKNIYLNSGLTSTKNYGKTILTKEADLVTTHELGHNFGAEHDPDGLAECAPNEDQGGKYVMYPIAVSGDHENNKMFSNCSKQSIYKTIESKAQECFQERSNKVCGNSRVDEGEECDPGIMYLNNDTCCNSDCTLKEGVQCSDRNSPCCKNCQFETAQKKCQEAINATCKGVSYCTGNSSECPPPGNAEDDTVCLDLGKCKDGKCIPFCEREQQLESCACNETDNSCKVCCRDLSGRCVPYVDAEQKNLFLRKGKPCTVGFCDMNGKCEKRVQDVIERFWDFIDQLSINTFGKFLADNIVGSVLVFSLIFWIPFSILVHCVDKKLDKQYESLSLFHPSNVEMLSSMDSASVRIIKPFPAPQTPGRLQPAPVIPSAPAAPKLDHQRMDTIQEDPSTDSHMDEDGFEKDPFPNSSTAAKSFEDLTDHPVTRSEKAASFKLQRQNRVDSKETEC
ARFGAP1 inhibitor = inhibitors of rat ARFGAP1. Q62848. Arfgap1-stimulated ARF1 GTP hydrolysis, GDP FP detection. inhibition, % at 16.5 µM. actives 0.26% (n = 360,000);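 active = inhibition above a per-plate limit, mean inhibition of low control wells plus 3 SD, cut at about 25% in these data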;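 also: 0% = DMSO wells with enzyme and 100% = wells lacking Arfgap1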
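Replicates: Single well per compound | Assay system: Truncated rat Arfgap1 GAP domain | Control set: No-Arfgap1 wells (100%) versus DMSO full-reaction wells (0%) | Times: Enzyme reaction 120 min at 25 °C after 20 min preincubation | Reagent: Human ARF1(Δ1-17)-GTP substrate | Measured by: Tracer-displacement fluorescence polarization with EDTA stop, 620/688 nm | Measure: Percent inhibition of Arfgap1-stimulated GTP hydrolysis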
PLCg1 inh = inhibitors of human phospholipase C gamma1. P19174. actives 0.84% (n = 370,000). inhibition, % at 12.2 µM. purified PLC-gamma1, fluorogenic substrate, fluorescence; in the data active = inhibition above about 9.5%
PLC-beta3 inh = inhibitors of human phospholipase C beta3; Purified PLC-beta3, fluorogenic substrate, fluorescence; inhibition, % at 12.2 µM; actives 0.18% (n = 370,000); AID 720704; in the data active = inhibition above about 11%;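 also: 0% = median of compound wells on plate and 100% = full blocker control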
Tn6 DDE FP = inhibitors of Tn6 peptide binding to human fibrin DD(E); inhibition, % at 8.3 µM; Fibrin DD(E) TRITC-Tn6 fluorescence polarization displacement; actives 0.21% (n = 370,000);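 active = inhibition above a per-campaign cutoff: mean of compounds within control limits plus 3 SD, cut at about 15% in these data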;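 also: 0% = median of all compound wells on the plate and 100% = blocking peptide control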
Tn7 DDE FP = disrupts Tn7 cyclic peptide binding to fibrin D-Dimer-E complex | P02675 | FP displacement of FITC-Tn7 peptide from fibrin DD(E); 0% = median of compound wells per plate | inhibition, % at 8.3 µM | actives 0.13% (n = 370,000);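 active = inhibition above the mean of compounds falling within the control limits plus 3 SD of them, cut at about 14% in these data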;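 also: 0% = plate median of compound wells and 100% = 10 µM Aha-Tn7 peptide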
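Also added: labelled Tn7 tracer, 0.1 µM; Assay system: human fibrin DD(E) protein; Amount: 2 µM fibrin DD(E); Schedule: 10 min compound pre-incubation, 3 h probe incubation at room temperature; Repeats: one replicate per compound; Read-out basis: percent inhibition; Measured by: fluorescence polarization of the labelled Tn7 tracer.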
ASAP1 inh = inhibitors of human ASAP1 ArfGAP activity; Q9ULH1; ASAP1-stimulated ARF1 GTP hydrolysis, GDP FP detection; inhibition, % at 16.5 µM; actives 0.19% (n = 360,000); in the data active = inhibition above about 25%;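 also: 0% = vehicle with enzyme and substrate and 100% = no enzyme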
SIAE primary = blocks human sialic acid acetylesterase; Q9HAT2; SIAE FP-Rh probe binding, fluorescence polarization; inhibition, % at 9.66 µM; actives 0.69% (n = 370,000); AID 1053197;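 active = inhibition above a cutoff: mean of compounds within the control limits plus 3 SD of those, cut at about 17% in these data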;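 also: 0% = plate median of compound wells and 100% = probe without SIAE protein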
ADAM10 inh = inhibits human ADAM10 | O14672 | recombinant ADAM10, EDANS/DABCYL FRET peptide cleavage, 3 h | inhibition, % at 7 µM | actives 0.62% (n = 370,000);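 active = inhibition above a per-campaign cutoff equal to the mean of compounds falling between control-based bounds plus 3 SD, cut at about 20% in these data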;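 also: 0% = DMSO wells while the 100% control is not disclosed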
Starred values were filed as active, the others as inactive.

What do the screens show for `O=C(CSc1nc2ccc(Cl)cc2[nH]1)NC1CCCc2ccccc21` (configuration not stated)?
TDP2 inh: -5; ADAM17 inh: 2; ARFGAP1 inhibitor: -3; PLCg1 inh: 2; PLC-beta3 inh: 1; Tn6 DDE FP: -3; Tn7 DDE FP: 0; ASAP1 inh: 5; SIAE primary: 1; ADAM10 inh: -1

What do the screens show for `CN1Cc2c(N3CCOCC3)nc(SCc3ccccc3)c(C#N)c2CC1(C)C`?
TDP2 inh: -5; ADAM17 inh: -9; ARFGAP1 inhibitor: -3; PLCg1 inh: -30; PLC-beta3 inh: -38; Tn6 DDE FP: 5; Tn7 DDE FP: 6; ASAP1 inh: -10; SIAE primary: 4; ADAM10 inh: -22

How did CCN(CC1CCCN(CCc2cccc(OC)c2)C1)C(=O)c1ccoc1 (configuration not stated) do in these assays?
TDP2 inh: 0; ADAM17 inh: -1; ARFGAP1 inhibitor: -5; PLCg1 inh: 3; PLC-beta3 inh: -3; Tn6 DDE FP: 7; Tn7 DDE FP: -3; ASAP1 inh: 20; SIAE primary: -2; ADAM10 inh: 1

How did CCCCC(Nc1ncnc2ccccc12)C(=O)O (configuration not stated) do in these assays?
TDP2 inh: 4; ADAM17 inh: 5; ARFGAP1 inhibitor: 5; PLCg1 inh: -1; PLC-beta3 inh: 0; Tn6 DDE FP: 3; Tn7 DDE FP: -4; ASAP1 inh: 3; SIAE primary: 3; ADAM10 inh: -2

How did Fc1cccc(Cl)c1Cc1noc(/C=C/c2ccccc2)n1 do in these assays?
TDP2 inh: -15; ADAM17 inh: 1; ARFGAP1 inhibitor: 0; PLCg1 inh: 2; PLC-beta3 inh: 1; Tn6 DDE FP: 0; Tn7 DDE FP: -3; ASAP1 inh: 5; SIAE primary: 6; ADAM10 inh: 7

How did CC(C)C(NC(=O)CN(c1cccc(F)c1)S(C)(=O)=O)C(C)C do in these assays?
TDP2 inh: -2; ADAM17 inh: -2; ARFGAP1 inhibitor: 4; PLCg1 inh: 2; PLC-beta3 inh: 0; Tn6 DDE FP: 1; Tn7 DDE FP: -6; ASAP1 inh: 3; SIAE primary: 0; ADAM10 inh: 3

Results for COc1ccc(S(=O)(=O)NC(=O)C2(C)CCN2C(=O)c2ccc(C(F)(F)F)nc2C)cc1 (configuration not stated) ?
TDP2 inh: 13; ADAM17 inh: -4; ARFGAP1 inhibitor: -8; PLCg1 inh: 0; PLC-beta3 inh: -3; Tn6 DDE FP: 8; Tn7 DDE FP: 3; ASAP1 inh: 7; SIAE primary: 2; ADAM10 inh: -15

What do the screens show for `O=C(CCNC(=O)c1ccc(Br)cc1)Nc1ccccc1N1CCCC1`?
TDP2 inh: 0; ADAM17 inh: -1; ARFGAP1 inhibitor: -4; PLCg1 inh: -2; PLC-beta3 inh: -5; Tn6 DDE FP: 1; Tn7 DDE FP: -3; ASAP1 inh: -1; SIAE primary: 0; ADAM10 inh: -2

Results for COc1ccc(C(=O)NNC(=O)CSc2nnc(-c3cccnc3)n2C)cc1 ?
TDP2 inh: -8; ADAM17 inh: -3; ARFGAP1 inhibitor: -1; PLCg1 inh: 2; PLC-beta3 inh: 1; Tn6 DDE FP: 8; Tn7 DDE FP: 3; ASAP1 inh: -1; SIAE primary: -4; ADAM10 inh: 3

What do the screens show for `C=CCNC(=O)c1cccc(Br)c1`?
TDP2 inh: -11; ADAM17 inh: 2; ARFGAP1 inhibitor: -1; PLCg1 inh: 4; PLC-beta3 inh: 2; Tn6 DDE FP: 0; Tn7 DDE FP: -4; ASAP1 inh: -1; SIAE primary: 3; ADAM10 inh: 2

How did O=C(NCCCN1CCCC1=O)C(=O)NCC1OCCCN1S(=O)(=O)c1ccccc1 (configuration not stated) do in these assays?
TDP2 inh: -8; ADAM17 inh: -1; ARFGAP1 inhibitor: 0; PLCg1 inh: -1; PLC-beta3 inh: 2; Tn6 DDE FP: 12; Tn7 DDE FP: -1; ASAP1 inh: 4; SIAE primary: -6; ADAM10 inh: 2

What do the screens show for `CCN1CCCC1CN(Cc1cc2ccc(C)c(C)c2[nH]c1=O)C(=O)Nc1ccccc1OC` (configuration not stated)?
TDP2 inh: -3; ADAM17 inh: -7; ARFGAP1 inhibitor: 3; PLCg1 inh: 0; PLC-beta3 inh: 2; Tn6 DDE FP: -3; Tn7 DDE FP: 7; ASAP1 inh: -7; SIAE primary: 7; ADAM10 inh: -4

Results for Cc1nc(SCc2cccc(F)c2)c2oc3ccccc3c2n1 ?
TDP2 inh: -5; ADAM17 inh: -6; ARFGAP1 inhibitor: 7; PLCg1 inh: 2; PLC-beta3 inh: -8; Tn6 DDE FP: -2; Tn7 DDE FP: 1; ASAP1 inh: 24; SIAE primary: -11; ADAM10 inh: -2

Results for CCCCN1C(=O)C(=O)c2cc(Cl)ccc21 ?
TDP2 inh: -4; ADAM17 inh: -6; ARFGAP1 inhibitor: 9; PLCg1 inh: -2; PLC-beta3 inh: -6; Tn6 DDE FP: 1; Tn7 DDE FP: 1; ASAP1 inh: -6; SIAE primary: -1; ADAM10 inh: -31

Results for CN1CCCCC(NC(=O)c2c(F)cccc2F)C1=O (configuration not stated) ?
TDP2 inh: -2; ADAM17 inh: -7; ARFGAP1 inhibitor: 10; PLCg1 inh: 2; PLC-beta3 inh: -2; Tn6 DDE FP: 0; Tn7 DDE FP: 0; ASAP1 inh: 0; SIAE primary: 0; ADAM10 inh: -11

What do the screens show for `CCOc1ccc2nc(NC(=O)c3ccccn3)sc2c1`?
TDP2 inh: -8; ADAM17 inh: 2; ARFGAP1 inhibitor: 10; PLCg1 inh: -47; PLC-beta3 inh: -68; Tn6 DDE FP: -1; Tn7 DDE FP: 1; ASAP1 inh: 0; SIAE primary: -4; ADAM10 inh: 3

What do the screens show for `CC(C)(O)C(=O)NNC(=S)Nc1cccc(C(F)(F)F)c1`?
TDP2 inh: -4; ADAM17 inh: -1; ARFGAP1 inhibitor: 6; PLCg1 inh: -1; PLC-beta3 inh: 2; Tn6 DDE FP: 17*; Tn7 DDE FP: 5; ASAP1 inh: 1; SIAE primary: 4; ADAM10 inh: 1

Results for O=C(Nc1ccccc1F)c1ccc(CN2CCN(c3ccccc3)CC2)cc1 ?
TDP2 inh: -20; ADAM17 inh: -1; ARFGAP1 inhibitor: 10; PLCg1 inh: 5; PLC-beta3 inh: -4; Tn6 DDE FP: -1; Tn7 DDE FP: 1; ASAP1 inh: 3; SIAE primary: -1; ADAM10 inh: 7

What do the screens show for `CNc1nc(SC(C)C(=O)Nc2ccc(Cl)c(Cl)c2)nc(N2CCOCC2)n1` (configuration not stated)?
TDP2 inh: 2; ADAM17 inh: -4; ARFGAP1 inhibitor: 2; PLCg1 inh: -1; PLC-beta3 inh: -3; Tn6 DDE FP: 10; Tn7 DDE FP: -1; ASAP1 inh: 8; SIAE primary: -2; ADAM10 inh: -7

What do the screens show for `COC(=O)c1ccc(/C=N/NC(=O)C(=O)NCC2CCCO2)cc1` (configuration not stated)?
TDP2 inh: -1; ADAM17 inh: -1; ARFGAP1 inhibitor: -2; PLCg1 inh: 2; PLC-beta3 inh: -3; Tn6 DDE FP: -7; Tn7 DDE FP: -2; ASAP1 inh: 8; SIAE primary: -2; ADAM10 inh: -5

Results for O=C(O)c1ccccc1C(=O)Nc1ccc(Oc2cccc(C(F)(F)F)c2)nc1 ?
TDP2 inh: 4; ADAM17 inh: -6; ARFGAP1 inhibitor: 1; PLCg1 inh: -7; PLC-beta3 inh: -7; Tn6 DDE FP: -6; Tn7 DDE FP: 5; ASAP1 inh: -5; SIAE primary: 2; ADAM10 inh: 1

What do the screens show for `O=C(Nc1ccc(Cl)cc1)NC1CCCc2ccccc21` (configuration not stated)?
TDP2 inh: 2; ADAM17 inh: 0; ARFGAP1 inhibitor: 0; PLCg1 inh: 2; PLC-beta3 inh: 0; Tn6 DDE FP: 4; Tn7 DDE FP: -2; ASAP1 inh: 11; SIAE primary: -6; ADAM10 inh: 4

Results for COc1ccccc1N1CCN(S(=O)(=O)c2cc3c(cc2C)NC(=O)CO3)CC1 ?
TDP2 inh: -3; ADAM17 inh: 0; ARFGAP1 inhibitor: -7; PLCg1 inh: -1; PLC-beta3 inh: 0; Tn6 DDE FP: 7; Tn7 DDE FP: 8; ASAP1 inh: -12; SIAE primary: 2; ADAM10 inh: -6

What do the screens show for `OC[C@@H]1CN(Cc2cccc3ccccc23)C[C@H](n2cnc3c(NCc4ccco4)ncnc32)O1`?
TDP2 inh: 2; ADAM17 inh: -1; ARFGAP1 inhibitor: 12; PLCg1 inh: -1; PLC-beta3 inh: 0; Tn6 DDE FP: 2; Tn7 DDE FP: -5; ASAP1 inh: 2; SIAE primary: -3; ADAM10 inh: 0

What do the screens show for `COc1ccc(-c2cc(NC(C)=O)c3ncc(-c4ccc(OC)c(OC)c4)n3c2)c(OC)c1`?
TDP2 inh: -13; ADAM17 inh: -24; ARFGAP1 inhibitor: -4; PLCg1 inh: -79; PLC-beta3 inh: -100; Tn6 DDE FP: 6; Tn7 DDE FP: 5; ASAP1 inh: 3; SIAE primary: 10; ADAM10 inh: -106

Results for CC(C)(C)N1Cc2nnn(CC3CCCCC3)c2-c2ccccc2S1(=O)=O ?
TDP2 inh: -8; ADAM17 inh: 4; PLCg1 inh: 1; PLC-beta3 inh: 4; Tn6 DDE FP: 3; Tn7 DDE FP: -4; SIAE primary: -3; ADAM10 inh: 11

What do the screens show for `CCN(CC)C(=O)COc1coc(CN2CCN(c3ccccc3)CC2)cc1=O`?
TDP2 inh: 8; ADAM17 inh: -1; ARFGAP1 inhibitor: -1; PLCg1 inh: -4; PLC-beta3 inh: -4; Tn6 DDE FP: 0; Tn7 DDE FP: -3; ASAP1 inh: -3; SIAE primary: 5; ADAM10 inh: 8

Results for Cc1cc(C(=O)OCC(=O)NCCC(C)C)c2ccccc2n1 ?
TDP2 inh: -5; ADAM17 inh: -3; ARFGAP1 inhibitor: 16; PLCg1 inh: -3; PLC-beta3 inh: -6; Tn6 DDE FP: 4; Tn7 DDE FP: 6; ASAP1 inh: -9; SIAE primary: 1; ADAM10 inh: -23
